Assay outcomes deposited in PubChem BioAssay by National Center for Advancing Translational Sciences (NCATS).
TbPYK inhibitor = T. brucei pyruvate kinase inhibition; AID 624173; Potency, µM (doses to about 76.8 µM), for the others: at the top dose activity, negative = inhibition, hits mostly inhibitors; Q57TT1; 410,000 compounds, 0.12% hits; TbPYK enzyme, Kinase-Glo Plus ATP luminescence, 45 min; note: potency is the fitted concentration of half-maximal effect; % is set by controls: 0 for no effect and ±100 for the full control effect; nearly all actives have a fitted effect of over 50% in size
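Activity of T. brucei pyruvate kinase was followed by Kinase-Glo Plus luminescence after the enzyme reacted 45 min at room temperature with 130 uM ADP (final) and substrate. Test compounds were added before ADP at multiple concentrations.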
Shiga toxin inh = Shiga toxin inhibition; inhibition, % at 38.7 µM; 290,000 compounds, 9.2% hits; Vero cells, Shiga toxin protein synthesis inhibition reporter; in the data active = inhibition mostly above about 28%, no sharp cut-off; inactive = mostly below about 43%; note: 0% is about no effect
Pf growth 48h = P. falciparum growth inhibition at 48 hours (one generation). P. falciparum luciferase growth in erythrocytes, 48 h. Potency, µM (titrated, usually from 28.7 µM), inactives show at the top dose activity change, negative = inhibition, actives largely listed as inhibitors. 310,000 compounds, 5.9% hits. AID 504832; note: potency is the fitted concentration of half-maximal effect; % is set by controls: 0 for no effect and ±100 for the full control effect
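Luciferase-expressing parasites in RBCs, 2% Hct / 0.1% parasitemia final; RPMI 1640 + 0.5% Albumax; 37 C, 5% CO2, one generation; luminescence read-out, lower signal = inhibition.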
Pf growth 96h = inhibits malaria parasite growth, 96 h | P. falciparum luciferase reporter growth, 96 h | Potency, µM (titrated, usually from 28.7 µM), inactives show at the highest dose activity change, negative = inhibition, hits mostly inhibitors | 320,000 compounds, 6.9% hits; note: potency is the fitted concentration of half-maximal effect; % is set by controls: 0 for no effect and ±100 for the full control effect
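P. falciparum expressing integrated firefly luciferase, in erythrocytes at 2% hematocrit, 0.05% parasitemia, incubated with compounds 96 h at 37 C, 5% CO2. Growth inhibition read as loss of luminescence; two-generation exposure targets delayed-death apicoplast inhibitors.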
HCV inh = inhibitors of hepatitis C virus infection. Potency, µM (series often up to 41.8 µM), for the others: at the top dose activity change, negative = inhibition, usual class: inhibitors. Huh7.5.1 HCVcc-Cre infection, luciferase reporter, 44 h. 340,000 compounds, 3.4% hits; note: potency is the fitted concentration of half-maximal effect; % is set by controls: 0 for no effect and ±100 for the full control effect
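Infectious HCV cell culture screen: compound-treated cells (1,000/well, pre-plated 4 h) are infected with HCVcc-Cre at roughly 0.5 moi and grown 44 h. Infection is quantified by luciferase signal after 15 min substrate incubation at room temperature.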
LmPK inh = blocks Leishmania mexicana pyruvate kinase activity. Q27686. purified LmPK, Kinase-Glo ATP luminescence, 1 h. Potency, µM (highest dose often 57.5 µM), for inactives: at the top dose activity change, negative = inhibition, most hits filed as inhibitors. 290,000 compounds, 0.37% hits; note: potency is the fitted concentration of half-maximal effect; % is set by controls: 0 for no effect and ±100 for the full control effect
Target sequence (Q27686 whole entry, looked up): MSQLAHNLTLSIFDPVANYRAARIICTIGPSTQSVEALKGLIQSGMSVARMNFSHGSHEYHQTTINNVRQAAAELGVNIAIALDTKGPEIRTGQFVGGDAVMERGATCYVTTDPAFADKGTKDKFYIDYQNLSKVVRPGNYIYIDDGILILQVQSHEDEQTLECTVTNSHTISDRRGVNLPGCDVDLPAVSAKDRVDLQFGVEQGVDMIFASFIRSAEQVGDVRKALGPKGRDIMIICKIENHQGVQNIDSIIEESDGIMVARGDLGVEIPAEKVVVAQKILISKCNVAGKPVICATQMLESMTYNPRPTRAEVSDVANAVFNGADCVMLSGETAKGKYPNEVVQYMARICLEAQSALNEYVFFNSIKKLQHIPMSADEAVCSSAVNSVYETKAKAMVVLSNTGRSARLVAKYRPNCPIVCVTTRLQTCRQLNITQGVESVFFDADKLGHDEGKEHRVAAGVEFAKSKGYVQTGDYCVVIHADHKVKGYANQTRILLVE
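0.1 nM LmPK, 0.5 mM PEP, 0.1 mM ADP; 50 mM imidazole pH 7.2, 7 mM MgCl2, 50 mM KCl; 1 h RT. Kinase-Glo luminescence readout, normalized to no-enzyme (full inhibition) and uninhibited wells.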
CHX counter = affects cycloheximide protein synthesis inhibition readout, counter-screen; max response, %; cell reporter, cycloheximide protein synthesis inhibition counterscreen; 300,000 compounds, 12% hits; in the data active = max response mostly above about 13%, no sharp cut-off; inactive = mostly below about 14%; note: read at 38.3 µM for the half of the compounds with a filed dose; 0% is about no effect
Numbers without * were called inactive; ? = inconclusive; nt = not tested or not shown; & = joins results of further samples; [ ] = remark or other dose. Unless noted, calls come from the whole dose curve; as a rule, active = well fitted curve in the direction sought with a large enough effect; inconclusive = small, poorly fitted or top-dose-only effect, or another doubt; inactive = no such curve, though single readings can be large; an effect the other way counts as inactive or inconclusive. The order is random. Share with any hit: about 24%.

Start of the data: the first 10 compounds as a preview:
compound,TbPYK inhibitor,Shiga toxin inh,Pf growth 48h,Pf growth 96h,HCV inh,LmPK inh,CHX counter
N#Cc1nc(-c2ccc(OCc3ccccc3)cc2)oc1NCc1cccnc1,-3%,40,?,?,?,4%,2
CC1CCCCC1NCc1cccc([N+](=O)[O-])c1 (stereo unspecified),14%,42*,-3%,25%,26%,1%,12
COc1ccc(CC(=O)NC2CCSc3ccccc32)c(OC)c1 (stereo unspecified),1%,-9,-4%,2%,-16%,10%,5
Cc1ccc(C)c(NC(=O)c2oc(=O)c3ccccc3c2-c2ccccc2)c1,-2%&4%,3,-12%,-20%,-14%,3%,-2
CN(Cc1ccc(Cl)c(Cl)c1)C(=O)c1cccc(S(=O)(=O)N2CCN(Cc3ccccc3)CC2)c1,-3%,nt,?,?,10µM*,nt,nt
O=C(Nc1cccc(C(=O)O)c1)/C(=C\c1ccccc1)NC(=O)c1ccccc1,-8%,-25,16%,36%[activator],3%,-12%,7
COc1ccc(CCC(=O)NNC(=O)Nc2cc(Cl)ccc2C)cc1,-2%,0,26%,-13%,13%,-3%,1
COC(=O)c1ccc(-c2ccco2)n1Cc1ccccc1Cl,1%,-15,nt,nt,-10%,0%,-2
S=c1[nH]nc(C2CCCCC2)n1/N=C/c1c(Cl)cccc1Cl,?,2,14%,34%[activator],10%,?,-2
CCNc1c(NS(=O)(=O)c2ccc([N+](=O)[O-])cc2)c(=O)oc2ccccc12,-1%,2,10%,18%,5%,0%,-4

Main list, from the start:
compound,TbPYK inhibitor,Shiga toxin inh,Pf growth 48h,Pf growth 96h,HCV inh,LmPK inh,CHX counter
N#Cc1nc(-c2ccc(OCc3ccccc3)cc2)oc1NCc1cccnc1,-3%,40,?,?,?,4%,2
CC1CCCCC1NCc1cccc([N+](=O)[O-])c1 (stereo unspecified),14%,42*,-3%,25%,26%,1%,12
COc1ccc(CC(=O)NC2CCSc3ccccc32)c(OC)c1 (stereo unspecified),1%,-9,-4%,2%,-16%,10%,5
Cc1ccc(C)c(NC(=O)c2oc(=O)c3ccccc3c2-c2ccccc2)c1,-2%&4%,3,-12%,-20%,-14%,3%,-2
CN(Cc1ccc(Cl)c(Cl)c1)C(=O)c1cccc(S(=O)(=O)N2CCN(Cc3ccccc3)CC2)c1,-3%,nt,?,?,10µM*,nt,nt
O=C(Nc1cccc(C(=O)O)c1)/C(=C\c1ccccc1)NC(=O)c1ccccc1,-8%,-25,16%,36%[activator],3%,-12%,7
COc1ccc(CCC(=O)NNC(=O)Nc2cc(Cl)ccc2C)cc1,-2%,0,26%,-13%,13%,-3%,1
COC(=O)c1ccc(-c2ccco2)n1Cc1ccccc1Cl,1%,-15,nt,nt,-10%,0%,-2
S=c1[nH]nc(C2CCCCC2)n1/N=C/c1c(Cl)cccc1Cl,?,2,14%,34%[activator],10%,?,-2
CCNc1c(NS(=O)(=O)c2ccc([N+](=O)[O-])cc2)c(=O)oc2ccccc12,-1%,2,10%,18%,5%,0%,-4
COc1cccc(N2CC(O)Cn3c2nc2c3c(=O)[nH]c(=O)n2C)c1 (stereo unspecified),3%,-12,-1%,4%,-22%,-6%,-2
CCOC(=O)c1cc(C)n(-c2ccc(OC)c(OC)c2)c1C,7%,-16,?,22%,-8%,0%,-9
O=S(=O)(c1ccc(Cl)cc1)c1nc(-c2ccco2)oc1N1CCOCC1,-3%,-4,-7%,10%,-13%,6%,-3
COCCNC(=O)C(=O)NNC(=O)CCc1ccccc1,2%,-18,18%,44%[activator],9%,-7%,6
O=c1oc2ccc(NS(=O)(=O)c3cccc4cccnc34)cc2s1,0%,-11,-5%,27%,-13%,-7%,-5
COc1ccc2oc(C(=O)Nc3nc4ccccc4[nH]3)c(C)c2c1,-1%,70*,21%,?,?,-29%,57*
N#Cc1ccc(C(=O)Nc2ccc(S(=O)(=O)NC3=NCCCCC3)cc2)cc1,-3%,-14,nt,?,4%,16%,-5
CC(=O)Nc1cccc2c1[n+]([O-])c(C)c(C)[n+]2[O-],nt,-15,11%,?,11%,1%,3
COC(=O)C1=C(c2ccc(OC)c(OC)c2)C[C@@H]2CC[C@H]1N2C(=O)N1CCCCC1,4%,nt,?,6%,-10%,nt,nt
CCN=C1SC(CC(=O)Nc2ccccc2OCC)C(=O)N1CC (stereo unspecified),4%,-1,4%,nt,-19%,3%,-3
c1ccc2nc3c(nc2c1)c1ccccc1n3CCN1CCOCC1,0%,42*,?,nt,?,2%,14
COc1ccccc1C(CNC(=O)C1CC(=O)N(Cc2ccc(C)cc2)C1)N1CCCC1 (stereo unspecified),2%,nt,2%,8%,-1%,nt,nt
C=C(c1cccc2ccccc12)P(=O)(O)O,-5%,-5,24%,11%,12%,-14%,-2
COc1cccc(NC(=S)N(CCCN2CCCC2)Cc2cccn2Cc2ccc(Cl)cc2)c1,0%,-3,?,?,?,-2%,-4
CCc1ccc(C(C)NC(=O)C2CCCO2)cc1 (stereo unspecified),-1%,-3,12%,0%,13%,2%,-3
Cc1cc(N2CCOCC2)nc(SCC(=O)OCc2ccccc2)n1,3%,-2,-16%,?,?,9%,-3
CCCCCOC(=O)c1ccc(NC(=O)c2ccco2)cc1,5%,68*,1.3µM*,3%,1%,0%,36*
O=C(NC1CCCc2c1cnn2-c1ccccc1F)c1ccccn1 (stereo unspecified),-10%,35,-7%,-19%,?,-3%,10
Cc1nc(Cl)c(C(=O)NCCc2ccccc2)c(C)c1[N+](=O)[O-],-3%,17,-14%,-12%,-2%,0%,0
Cc1c2c(n3c(nc4ccccc43)c1C#N)N(c1ccccc1)CC2,nt,-46,2.1µM*,0.66µM*,0%,0%,6
COc1ccc(OC)c(NC(=O)CSc2nncc3ccc(OC)c(OC)c23)c1,-3%,-4,?,9.3µM*,?,0%,-2
CC(C)(C)c1[nH]nc2c1C(c1ccco1)C(C#N)=C(N)O2 (stereo unspecified),0%,-6,6%,28%,8%,5%,-4
CCn1c(SCC(=O)NC2CCCCC2)nnc1-c1cc2cccc(OC)c2o1,-8%,-14,?,?,?,-1%,11
Cc1ccnc(NC(=O)COC(=O)C23CC4CC(CC(C4)C2)C3)n1,2%,50,15%,18%,10%,6%,5
COc1cccc(CC(=O)N2CCN(c3ccccc3[N+](=O)[O-])CC2)c1,4%,19,-28%,?,11%,0%,11
Cc1ccc(C(=O)OCCc2c(C)[nH]n(-c3ccccc3)c2=O)cc1,1%,-5,?,8%,-9%,0%,-2
Cc1ccc(NC(=O)CN2CCc3ccccc3C2)cc1,-13%,44,nt,21%,-3%,-4%,16*
CN1CCN(S(=O)(=O)c2cccc(C(=O)NC3CCCc4ccccc43)c2)CC1 (stereo unspecified),2%,-17,?,-8%,3%,0%,-1
Cc1cccc(NC(=O)CSc2nnc(CNC(=O)c3ccc(S(=O)(=O)N(C)C)cc3)n2-c2ccccc2)c1,-15%,-6,?,?,?,3%,-1
C=CCN1C(=O)CN=C1Nc1cc(C)ccc1C,-5%,-4,12%,-19%,3%,3%,13
CNC(=O)/C(C#N)=C/c1c(N2CCN(C)CC2)nc2c(C)cccn2c1=O,3%,-3,16%,-1%,13%,5%,-6
Cc1c(Br)c([N+](=O)[O-])nn1CC(=O)Nc1ccc(Cc2ccncc2)cc1,1%,-5,-11%,?,?,5%,5
Cc1cc(S(=O)(=O)Nc2ccc(C(=O)NCC(C)(C)N3CCOCC3)cc2)ccc1F,6%,-30,9%,16%,16%,-6%,-2
N#CCCn1cc(C(=O)Nc2cccc(C(=O)O)c2)c(-c2ccc(Cl)cc2)n1,-3%,-13,8%,?,9%,-7%,2
Cc1cc2oc(=O)c3c(c2cc1OCc1nn[nH]n1)CCCC3,1%,-14,17%,24%[5.75 µM],-10%,11%,-1
COC(=O)c1c(-c2ccc(C)cc2)csc1NC(=O)Cc1ccc(OC)c(OC)c1,-15%,7,nt,?,?,1%,0
COC(=O)c1cccc(Cn2c(Cl)c(/C=N/NC(=O)c3ccco3)sc2=O)c1,3%,3,9.3µM*,8.3µM*,-21%,-3%,18*
CCN1CCc2c(sc(NC(=O)c3ccc(S(=O)(=O)N4CCOCC4)cc3)c2C(=O)OC)C1,-11%,29,?,nt,?,3%,-5
O=C(CCN=C1NS(=O)(=O)c2ccccc21)OCc1cccc(Cl)c1,-2%,nt,10%,23%,-5%,nt,nt
O=C(c1ccc2ccccc2c1)C1CCCN(C(=O)c2cnccn2)C1 (stereo unspecified),3%,14,20%,-6%,7%,5%,4
Cn1c(=O)c2c(nc(CN3CCN(C(=O)c4ccco4)CC3)n2Cc2ccc(F)cc2)n(C)c1=O,1%,-9,?,0%,?,6%,-3
CCCc1nn2c(=O)cc(COc3ccc(NC(=O)c4ccco4)cc3)nc2s1,6%,-4,21%,?,7%,-4%,1
COc1cccc(-c2nc(-c3ccc(NC(=O)Cc4ccccc4OC)cc3)no2)c1,5%,43*,?,22%,6.3µM*,2%,22*
O=C(NN1C(=O)/C(=C/c2cccs2)SC1=S)c1cccnc1,-9%,-7,47%[activator],75%[activator],0%,1%,-3
C/C(=N\NC(=O)c1ccc([N+](=O)[O-])cc1)c1cccc([N+](=O)[O-])c1,3%,3,27%,?,8%,0%,11
Cc1cccc(C)c1NC(=O)CN(C)c1ccc(C(F)(F)F)cn1,28%,-14,4%,?,15%,2%,-3
COc1ccc(-c2csc(NC(=O)CSCc3c(C)noc3C)n2)c(OC)c1,-2%,nt,?,10µM*,?,nt,nt
Cc1cc(Cl)ccc1NC(=O)COC(=O)CCNS(=O)(=O)c1ccccc1,0%,nt,-8%,-16%,13%,nt,nt
